NR5A2 inv ag: LRH-1 (NR5A2) inverse agonists, primary screen, cell-based, luminescence, HEK293T, StAR-luciferase reporter; Nuclear receptor subfamily 5 group A member 2 (Homo sapiens), O00482; LRH-1 transfected, 24 h; inhibition, % at 3.6 µM; actives 0.13% (n = 360,000);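 active = inhibition above the mean inhibition of all tested compounds plus 3 SD, cut at about 73% in these data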;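 note: 0% = DMSO wells and 100% = reporter-only cells lacking LRH-1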
Target sequence (O00482 whole entry, looked up): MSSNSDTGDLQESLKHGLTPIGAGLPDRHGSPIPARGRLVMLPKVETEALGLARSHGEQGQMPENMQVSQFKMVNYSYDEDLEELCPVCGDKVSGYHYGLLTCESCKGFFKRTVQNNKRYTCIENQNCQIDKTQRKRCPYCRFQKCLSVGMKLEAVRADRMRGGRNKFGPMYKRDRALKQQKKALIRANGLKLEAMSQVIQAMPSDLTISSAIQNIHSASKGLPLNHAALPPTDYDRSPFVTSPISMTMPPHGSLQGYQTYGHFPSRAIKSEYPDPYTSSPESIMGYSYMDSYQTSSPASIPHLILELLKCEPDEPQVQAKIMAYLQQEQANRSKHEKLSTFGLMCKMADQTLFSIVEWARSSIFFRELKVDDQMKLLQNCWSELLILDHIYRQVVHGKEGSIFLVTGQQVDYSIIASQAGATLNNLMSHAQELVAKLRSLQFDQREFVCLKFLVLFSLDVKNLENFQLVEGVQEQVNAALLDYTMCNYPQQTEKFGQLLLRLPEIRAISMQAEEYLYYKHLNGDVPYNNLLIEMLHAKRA
NCOA1 inh: SRC1 coactivator transcriptional activity inhibitors, primary screen, cell-based, luminescence. Nuclear receptor coactivator 1 (Homo sapiens), Q15788. HEK293 GAL4-SRC1 luciferase reporter. inhibition, % at 3.6 µM. actives 0.12% (n = 360,000);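 active = inhibition above the campaign mean plus 3 SD, with each screening campaign given its own cutoff, cut at about 60% in these data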;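 note: 0% = DMSO treated cells and 100% = gossypol at 36 µM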
LMP1 NFkB inh: EBV LMP1-driven NF-kappaB luciferase reporter inhibitors, primary screen, cell-based, luminescence, single point; LMP1-induced NF-kappaB luciferase reporter cells; inhibition, % at 12.5 µM; actives 0.69% (n = 350,000); AID 504558, 2011; in the data active = inhibition above about 41%;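 note: 0% = neutral control wells and 100% = reference inhibitor control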
NCOA3 inh: SRC3 coactivator transcriptional activity inhibitors, primary screen, cell-based, luminescence. HEK293 GAL4-SRC3 luciferase reporter. inhibition, % at 3.6 µM. actives 0.17% (n = 360,000). AID 588352, 2011;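 active = inhibition above a per-campaign cutoff, the mean of all compounds plus 3 SD, cut at about 60% in these data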;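 note: 0% = DMSO-treated cells and 100% = gossypol-treated cells at 36 µM; higher means less SRC3-driven luciferase light from the GAL4 reporter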
C8 TRAIL sens: viability loss with TRAIL in NB7+C8 cells, primary screen, TRAIL sensitizer project, cell-based, ATPlite luminescence | inhibition (viability loss, TRAIL sensitization), % at 10 µM | AID 624354, 2012 | actives 1% (n = 360,000);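 active = compounds causing at least 50% loss of cell viability in the single-dose screen, relative to plate controls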
TWEAK Fn14 block: inhibitors of TWEAK-Fn14 signaling, primary screen, luciferase reporter cells, uHTS | actives 2% (n = 360,000) | inhibition, % at 10 µM | TWEAK-stimulated Fn14 reporter cells, luciferase luminescence, 8 h; in the data active = inhibition above about 50%
CF NFkB inh: inhibitors of PAF-induced NF-kB signaling, primary screen, cell-based, GFP fluorescence, uHTS; KKLEB NF-kB-GFP reporter, GFP fluorescence overnight; inhibition, % at 5 µM; actives 0.86% (n = 360,000); AID 588850, 2011;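 active = at least 50% inhibition at 5 µM, scaled per plate between neutral and stimulator controls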;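 note: PAF is a Pseudomonas aeruginosa culture filtrate used as stimulus; plate controls were PAF-stimulated DMSO wells for no effect and unstimulated DMSO wells for full effect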
KKLEB cytotox: cytotoxicity in KKLEB CF airway cells, primary screen, cytotoxicity control for CF NF-kB inhibitor project, cell-based, uHTS, fluorescence assay plates; activity change (cytotoxicity), % at 5 µM; KKLEB CF airway cells viability, ATPlite luminescence, overnight; stronger effect = lower value; cells stimulated with P. aeruginosa culture filtrate; actives 0.36% (n = 360,000); AID 602141, 2011;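 active = corrected activity change at or below -50% at 5 µM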
TROY NFkB inh: inhibitors of TROY-driven NF-kB signaling, primary screen, Q293 LMP1-TROYcd cells, NF-kB luciferase, uHTS. actives 0.98% (n = 360,000). inhibition, % at 10 µM. Q293 LMP1-TROYcd NF-kB luciferase reporter, 4 h;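 active = compounds whose plate-normalised and pattern-corrected inhibition of the luciferase reporter signal at the single screening dose is 50% or more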
NR2F2 inh: NR2F2 transcriptional activity inhibitors, primary screen, cell-based, luciferase reporter, HEK293T, luminescence; COUP transcription factor 2 (Homo sapiens), P24468; HEK293T NGFI-A luciferase reporter; inhibition, % at 8.6 µM; actives 0.7% (n = 370,000); AID 686940, 2013;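 active = inhibition above a per-plate cutoff, mean inhibition of test wells between control levels plus 3 SD, cut at about 38% in these data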;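 note: cells cotransfected with COUP-TFII expression vector driving the NGFI-A reporter; 0% = median of COUP-TF2 test wells and 100% = reporter-only cells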
Target sequence (P24468 whole entry, looked up): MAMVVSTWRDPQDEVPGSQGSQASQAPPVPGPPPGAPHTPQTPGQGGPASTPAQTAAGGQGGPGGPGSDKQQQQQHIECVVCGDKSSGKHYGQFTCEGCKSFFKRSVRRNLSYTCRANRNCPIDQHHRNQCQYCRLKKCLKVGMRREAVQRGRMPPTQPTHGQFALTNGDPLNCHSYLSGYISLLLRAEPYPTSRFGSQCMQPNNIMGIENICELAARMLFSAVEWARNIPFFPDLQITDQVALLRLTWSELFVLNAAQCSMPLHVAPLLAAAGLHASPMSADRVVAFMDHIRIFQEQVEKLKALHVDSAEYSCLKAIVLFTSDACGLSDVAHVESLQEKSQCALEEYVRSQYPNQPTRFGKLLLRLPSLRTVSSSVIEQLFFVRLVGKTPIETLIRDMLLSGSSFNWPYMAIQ
Shn3 inh set2: reduction of Shn3 3'UTR firefly luciferase signal, primary screen, Schnurri-3 inhibitor project, cell-based, Clone20 osteoblasts, set 2; Clone20 osteoblast Shn3 3'UTR firefly luciferase, 24 h; inhibition, % at 12.5 µM; actives 0.52% (n = 360,000);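 active = mean inhibition of at least 75% with every replicate also reaching 75%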;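 note: 0% = median of neutral control wells and 100% = pilot-screen positive control compound; some compounds past the cut are filed as inactive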
Starred values were filed as active, the others as inactive; x = not tested or not shown. An excerpt; count on the stated rates, not on these rows.

SMILES | NR5A2 inv ag | NCOA1 inh | LMP1 NFkB inh | NCOA3 inh | C8 TRAIL sens | TWEAK Fn14 block | CF NFkB inh | KKLEB cytotox | TROY NFkB inh | NR2F2 inh | Shn3 inh set2
CC(C)C(=O)Nc1ccc(NC(=O)c2ccco2)cn1 | -56 | -54 | 2 | -61 | 8 | -22 | -2 | 4 | -36 | -14 | -42
O=C(Nc1ccccc1)Nc1ncc([N+](=O)[O-])s1 | -41 | -81 | -10 | -19 | 55* | 81* | 57* | -42 | 47 | -34 | 19
Cc1c(C)n2c(SCC(=O)N3CCCC3)nnc2[nH]c1=O | 3 | -17 | -3 | 3 | 0 | -4 | 21 | -4 | 1 | 9 | -2
O=C(NCCCN1CCCC1)c1ccc2c(Cl)c3c(nc2c1)CCCC3 | 6 | -10 | -11 | -6 | 4 | -8 | 4 | -22 | 1 | -6 | -20
COc1ccccc1CNC(=O)COC(=O)C1=COCCO1 | -10 | -5 | 5 | -6 | -3 | 0 | -4 | -10 | -10 | 5 | -14
O=C(COc1ccc([N+](=O)[O-])cc1)NC(C(=O)O)C(O)c1cccc([N+](=O)[O-])c1 (stereo unspecified) | 11 | -7 | -4 | 10 | 2 | 0 | -4 | 11 | -21 | 0 | 0
CCN(CC)C(=O)CSc1nnc([C@H](CCSC)NC(=O)OC(C)(C)C)o1 | -2 | -39 | 4 | 11 | 6 | 0 | 4 | 2 | 8 | 6 | -2
CC(C)c1ccc(NC(=O)CN2C(=O)NC(Cc3c[nH]c4ccccc34)C2=O)cc1 (stereo unspecified) | 0 | -4 | -35 | -13 | 21 | 15 | -12 | 23 | -1 | -13 | -8
COc1ccc(S(=O)(=O)Nc2cc([N+](=O)[O-])ccc2OC)cc1 | 33 | -20 | 10 | 35 | -11 | 31 | 18 | -19 | 12 | 10 | 6
CCOc1ccc(CN(C(=O)/C=C/c2ccco2)C2CCS(=O)(=O)C2)cc1 (stereo unspecified) | 2 | -6 | -14 | -13 | 3 | 8 | 22 | 6 | 14 | 4 | 1
CC1=CC(C)C2COC(c3ccc[n+](C)c3)C1C2C (stereo unspecified) | 4 | -28 | 0 | 20 | -11 | 25 | 6 | 2 | 9 | -13 | 14
Cc1ccc(C)c(NC(=O)CN2C(=O)NC(CCc3ccccc3)C2=O)c1 (stereo unspecified) | 22 | -14 | -7 | 2 | 6 | 0 | -29 | 15 | -6 | 7 | -19
CC[N+](CC)(CC)CC(=O)Nc1c(C)cccc1C | 27 | -6 | -6 | -29 | -2 | 13 | -5 | -9 | 3 | 2 | -5
CSCCC(=O)Nc1ccc(C(C)=O)cc1 | -28 | -21 | -13 | -29 | -2 | -24 | 1 | 1 | -43 | -33 | -78
CC(Oc1ccccc1)C(=O)NC1CCSc2ccccc21 (stereo unspecified) | -26 | 1 | 0 | 0 | 6 | -7 | 8 | -5 | 19 | 9 | 12

Among those listed so far, these have an aryl methoxy group.
SMILES | NR5A2 inv ag | NCOA1 inh | LMP1 NFkB inh | NCOA3 inh | C8 TRAIL sens | TWEAK Fn14 block | CF NFkB inh | KKLEB cytotox | TROY NFkB inh | NR2F2 inh | Shn3 inh set2
COc1ccccc1CNC(=O)COC(=O)C1=COCCO1 | -10 | -5 | 5 | -6 | -3 | 0 | -4 | -10 | -10 | 5 | -14
COc1ccc(S(=O)(=O)Nc2cc([N+](=O)[O-])ccc2OC)cc1 | 33 | -20 | 10 | 35 | -11 | 31 | 18 | -19 | 12 | 10 | 6

Continuation.
SMILES | NR5A2 inv ag | NCOA1 inh | LMP1 NFkB inh | NCOA3 inh | C8 TRAIL sens | TWEAK Fn14 block | CF NFkB inh | KKLEB cytotox | TROY NFkB inh | NR2F2 inh | Shn3 inh set2
COc1ccc(N2C(=O)CCC2(C(N)=O)c2ccccc2)cc1 (stereo unspecified) | 1 | 4 | -1 | -13 | -4 | -4 | 11 | -1 | 5 | x | -8
Cc1c(C(=O)N(C)C(C)c2ccccn2)oc2c(F)cccc12 (stereo unspecified) | -12 | -1 | -10 | 16 | -6 | -7 | -40 | 19 | -61 | -13 | -32
COc1cc(/C=C2\NC(=S)N(C)C2=O)ccc1OCc1cccc(F)c1 | -7 | -4 | -3 | -10 | 0 | -9 | 1 | -21 | 4 | 7 | -37
CC(C)CN(C(=O)COC(=O)CCC(=O)c1ccc(Cl)cc1)c1c(N)n(Cc2ccccc2)c(=O)[nH]c1=O | -12 | -15 | 4 | -11 | -13 | -3 | 2 | 1 | -1 | -13 | 1
Cc1ccc(-c2csc3ncnc(N4CCN(S(=O)(=O)c5cccs5)CC4)c23)cc1 | -13 | -1 | 0 | -6 | 12 | -5 | 23 | -12 | 24 | x | 10
CCC(C)NS(=O)(=O)c1ccc(F)c(C(=O)Nc2c(F)cc(F)cc2Br)c1 (stereo unspecified) | 12 | 5 | -11 | 11 | 1 | -7 | 23 | 16 | -37 | 10 | 10
COc1ccc(S(=O)(=O)Nc2ccc(C)cc2)cc1OC | 3 | -2 | 5 | -1 | 4 | -5 | 2 | 12 | -7 | 15 | -12
CN(C)CCN(C)C1CN(C2CCCC2)S(=O)(=O)C1 (stereo unspecified) | -10 | 12 | x | -1 | -10 | -3 | -26 | 10 | -7 | 11 | 5
N#Cc1cnn(-c2ccccc2)c1NC(=O)CN1CCN(c2ccccc2)CC1 | 5 | 3 | x | 22 | 4 | -3 | -3 | 3 | 17 | 11 | -4
CNS(=O)(=O)c1cc(Cl)ccc1Sc1ccccc1C(=O)O | 9 | 8 | -6 | 19 | -18 | -12 | 1 | 7 | -24 | 3 | 12
COC(=O)/C(=N/Nc1cccc(C)c1)N1CCCc2ccccc21 | 5 | -3 | -2 | 7 | 2 | 2 | 1 | 3 | 11 | -7 | 50
CCCn1nnnc1NC(=O)c1cc(Cl)ccc1Cl | -10 | -28 | 4 | 4 | 20 | 9 | 2 | 10 | -20 | 0 | -16
O=C1NCCCC1C(=O)NCCNC(=O)C(F)(F)F (stereo unspecified) | -10 | -19 | -10 | 6 | 6 | 17 | -5 | 10 | 12 | -15 | 4
CCN(CC)CCNC(=O)C1c2ccccc2C(=O)N(C)C1c1cn(C)c2ccccc12 (stereo unspecified) | -16 | 6 | -2 | 20 | 14 | -6 | -5 | 10 | 4 | 8 | -3
CCOc1ccc(NC(=O)CN(C)C(=O)c2ccc3[nH]c4c(c3c2)CC(C)CC4)cc1OCC (stereo unspecified) | -5 | -6 | 4 | 14 | 1 | -10 | -22 | 8 | -29 | 0 | -9
Cc1cccc(NC(=S)N(C)C)c1C | 5 | 3 | 9 | 8 | -3 | -12 | -8 | 3 | -21 | -7 | -27
Cc1ccc(N=C2S/C(=C\c3cn(CC(=O)O)c4ccccc34)C(=O)N2C)cc1 | 4 | -12 | -4 | 2 | 1 | -3 | -15 | -2 | -2 | -4 | 1
Cc1c(O)nc(SC2CC(=O)N(c3cc(Cl)cc(Cl)c3)C2=O)[nH]c1=O (stereo unspecified) | 12 | -3 | 2 | 13 | 5 | -18 | 2 | 14 | 4 | -11 | -30
CC1(C)Cc2c(C#N)c(N3CCOCC3)nc(Cc3ccccc3)c2CO1 | 21 | -3 | -1 | 20 | -1 | 32 | 19 | -16 | -8 | 1 | -3
N#CCc1nn2c(-c3ccccc3)ccnc2c1C#N | -4 | 2 | -9 | -15 | -12 | -13 | -6 | 7 | 11 | -3 | -7
COC(=O)c1nc(Cl)c(Cl)c(N)c1Cl | 13 | -10 | -1 | 2 | 3 | -1 | 11 | 2 | -1 | 6 | 3
O=C(Nc1cccnc1)c1cccc(S(=O)(=O)Nc2cccc(Cl)c2)c1 | 14 | 0 | 7 | -31 | 11 | 25 | -6 | -3 | 25 | 11 | 33
COC(=O)c1ccc(NC(=O)c2cccnc2)cc1 | -17 | -12 | -10 | -7 | 9 | -13 | -1 | 9 | 12 | -16 | -5
Cc1ccc(OC(=O)CCN2C(=O)c3ccccc3C2=O)cc1C | -8 | 3 | 2 | 6 | -4 | 5 | 0 | -12 | -8 | -8 | -3
O=C(c1cccs1)N1C[C@@H](n2cc(-c3ccc(F)cc3)nn2)[C@H](O)C[C@@H]1c1ccc(Cl)cc1 | -23 | -7 | 10 | 4 | 23 | -12 | -45 | -12 | -7 | -1 | 20
CCc1cccc2c(C(=O)C(NCCOC)c3ccccc3)c[nH]c12 (stereo unspecified) | 7 | -14 | -2 | 1 | 9 | -5 | 6 | -8 | -31 | 10 | 6
CC(=O)C1C(c2ccc(Cl)cc2)c2c(n[nH]c2C)CC1(C)O (stereo unspecified) | 0 | 10 | -11 | 8 | -3 | -9 | -10 | 21 | -3 | 1 | -2
Cc1ccc(NC(=O)CC2CS(=O)(=O)CC2CC(=O)Nc2ccc(C)c(C)c2)cc1C (stereo unspecified) | 13 | -3 | -4 | -1 | -21 | 5 | -17 | 6 | 6 | 1 | x
CC(=O)N/C(=N\OCc1ccccc1Cl)c1nonc1NC(C)=O | -9 | 5 | -2 | 7 | 19 | 6 | 2 | 0 | 6 | -3 | -15
Cc1ccc(NC(=O)C(c2ccccc2)N2CCN(C(=O)c3ccco3)CC2)cc1 (stereo unspecified) | -21 | 9 | -6 | -14 | 4 | -10 | -13 | 19 | -38 | 4 | -68
CCOc1ccc(N(CC(=O)NC2CCCCC2)C(=O)CSc2nnc(COc3ccccc3)o2)cc1 | 9 | 5 | 9 | 3 | -6 | -18 | 12 | -6 | 8 | -13 | 21
COc1ccc(Cn2cc(CN3CC(N(C)C)CS3(=O)=O)nn2)cc1 (stereo unspecified) | 3 | x | x | x | -11 | 14 | x | x | -4 | 10 | x
O=C1OCCC1Sc1nc2ccccc2[nH]1 (stereo unspecified) | 2 | -3 | -3 | 21 | -15 | -12 | -1 | 3 | -6 | 19 | -11
CCCCCn1nnnc1C1c2ccccc2C(=O)N1Cc1ccco1 (stereo unspecified) | 3 | x | x | x | 10 | 16 | x | x | -7 | -13 | x
Cc1ccc(N(CC2CO2)S(=O)(=O)c2ccc(C)cc2)cc1 (stereo unspecified) | 2 | 1 | 1 | 9 | 3 | 5 | 3 | -16 | -33 | -11 | -15
NC(CSC(c1ccccc1)(c1ccccc1)c1ccccc1)C(=O)O (stereo unspecified) | 19 | -15 | 8 | -21 | -1 | -1 | 21 | 6 | -6 | -6 | 12
O=[N+]([O-])c1ccc(NC2CCN(Cc3ccccc3)CC2)c([N+](=O)[O-])c1 | 8 | 4 | -1 | 11 | 4 | -34 | -18 | -10 | 4 | 6 | 1
CCCCNC(=O)c1ccc2nc(CC)c(N(CC)CCN(C)C)n2c1 | 10 | 3 | x | 6 | -3 | -2 | -5 | 11 | -1 | -17 | 8

Assay outcomes as filed in PubChem BioAssay.
